ERK EGF inh: qHTS Assay for Inhibitors of the ERK Signaling Pathway using a Homogeneous Screening Assay; Stimulation with EGF. HEK293-V1b, EGF-stimulated phospho-ERK AlphaScreen. Potency, µM (top dose mostly 11.5 µM), without a hit: at the top dose activity change, negative = inhibition, actives largely listed as inhibitors. 0.41% of 130,000 active. AID 1454, 2008; active = well fitted inhibition curve with a large enough effect; inconclusive = small, poorly fitted or top-dose-only effect, or effect the other way;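 also: plate controls were stimulated vehicle wells for no effect and unstimulated vehicle basal for full effect; nearly all actives have a fitted effect of over 55% in size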
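Compounds are titrated over HEK293-V1b cells kept overnight in 1% FBS. After 30 min at 37C, EGF (25 nM final) triggers ERK phosphorylation for 5 min, measured by AlphaScreen in lysates.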
* = called active by the depositor; ? = inconclusive; [ ] = remark or other dose. Potency is read from the fitted curve at half-maximal effect. These rows are one share of the data; rates above refer to the full screens.

ERK EGF inh	mol
7.0%	CCCc1nc2ccc(NC(=O)c3cccs3)cc2c(=O)n1Cc1ccccc1Cl
-7.3%[57.5 µM]	CC(CCc1ccccc1)N(C)CC(O)c1cccc([N+](=O)[O-])c1 (stereo not drawn)
16.3%	O=C1S/C(=C\C=C\c2ccco2)C(=O)N1c1ccc(O)cc1
-5.2%[57.5 µM]	Cc1ccc(NC(=O)[C@@H]2CCCN2S(=O)(=O)c2ccccc2F)cc1
-3.1%	COc1ccc(NC(=O)Cc2ccccc2F)cn1
8.1%	CCn1c(SCc2nc3ccccc3c(=O)[nH]2)nnc1C(C)NC(=O)c1ccccc1F (stereo not drawn)
-1.6%	CC(C)CNc1nc(S(=O)(=O)c2ccccc2)c(Cl)s1
3.8%	CCCCn1c(CN2CCN(C(=O)c3ccco3)CC2)nc2c1c(=O)n(C)c(=O)n2C
-14.4%[57.5 µM]	O=S(=O)(Nc1ccc(N2CCCCC2)cc1)c1ccc(F)cc1
-6.2%	Cc1cc(C)cc(C(=O)N2CC(C)SC2=Nc2cccc(S(=O)(=O)N(C)C)c2)c1 (stereo not drawn)
-0.6%[57.5 µM]	Cc1occc1C(=O)O/N=C(\N)c1ccc(Cl)cc1
1.4%	O=C(COc1ccccc1)NCC(=O)N/N=C/c1cc(Br)ccc1OCc1ccccc1
0.9%	CN1C/C(=C\c2ccc(N3CCOCC3)cc2)C(=O)/C(=C/c2ccc(N3CCOCC3)cc2)C1
1.5%	CNC(=S)N/N=C/c1ccccc1Cl
-0.4%[57.5 µM]	Cn1nnc2c[n+](CC(=O)c3ccc4ccccc4c3)cc(Br)c21
3.7%	COc1ccc(S(=O)(=O)N2CCCCCC2)cc1C(=O)OCC(=O)Nc1cc(C)on1
-10.1%	COc1ccc2c(c1)C(=O)[C@@H](OC(=O)N[C@H](C)C1CCCCC1)[C@H](c1ccc(OC)c(Br)c1)O2
1.1%	O=C(O)c1ccc(NC2=C(N3CCOCC3)C(=O)c3ccccc3C2=O)cc1
8.7%	COc1ccc(/C=N/NC(=S)Nc2ccccc2)cc1COc1ccc(F)cc1
-2.3%	COc1ccccc1-c1nc(SC)n[nH]1
-5.9%	CCOCCCNC(=O)C(c1ccc(OC)cc1)N(Cc1ccc2c(c1)OCO2)C(=O)CNC(C)=O (stereo not drawn)
3.8%	NCCNc1ccc([N+](=O)[O-])c(NC2CC2)c1
-1.7%	CCOC(=O)c1c(NC(=O)CN(C)C2CCN(C)CC2)sc(C(=O)Nc2ccccc2)c1C
-0.1%[57.5 µM]	COC(=O)CCC(=O)OC1(C)C(=O)C=C2C=C(C3CC3)N(CC3CC3)C=C2C1=O (stereo not drawn)
?	CCc1nnc(/N=C/c2c(O)n(-c3ccc(Cl)cn3)c(=O)c3ccccc23)s1
-0.7%	CCOC(=O)N1CCN(Cc2nc(N)nc(Nc3ccc(C)cc3C)n2)CC1
5.2%	CCC(=O)c1c(NC)cc(C)oc1=O
-0.9%	O=C(N/N=C\c1ccco1)Nc1cccc(Cl)c1
-1.6%[57.5 µM]	Cn1cccc1/C=N/NC(=O)CNc1ccc2ccccc2c1
6.5%	CNC(=O)C(=O)NCC1OCCCN1S(=O)(=O)c1cccs1 (stereo not drawn)
-11.1%	COc1ccccc1N1CCN(C(=O)CCCC2=NS(=O)(=O)c3ccccc3N2)CC1
-3.9%[57.5 µM]	O=C(NCc1ccco1)/C(=C\C=C\c1ccccc1)NC(=O)c1ccco1
-8.6%[57.5 µM]	Cc1nc(S(=O)(=O)Nc2ccc3c(c2)OCCO3)cn1C
-1.5%	COc1ccc(CCNC(=O)c2ccc(Cl)cc2Cl)cc1OC
0.0%[57.5 µM]	CC(C)(C)C(=O)O/N=C(\N)Cc1ccc(-c2csnn2)cc1
-0.8%	COCc1c(Br)c(C)nc(OCC(=O)N/N=C/c2ccc(C)o2)c1C#N
3.1%	CC(NCC(c1ccco1)N1CCCCC1)C(=O)NC1CCCC1 (stereo not drawn)
4.7%	COC(=O)[C@@H]1CCCN1Cc1c(C(=O)N2CCCCC2)nc2c(C)cccn12
0.5%	COc1cc(OC)c2c(c1)OC(c1ccccc1)CC2=O (stereo not drawn)
4.5%	CCc1ccc(OCC(=O)N/N=C(\C)c2ccc(O)cc2O)cc1
-4.1%	CC(=O)NC(=S)Nc1cccc(S(=O)(=O)NC2=NCCC2)c1
?	COc1ccc2nccc(/C=C/c3ccnc4ccc(OC)cc34)c2c1
-3.8%	CCn1cc(C(=O)NCCCOC)c(=O)c2cc(S(=O)(=O)N(C)C3CCCCC3)ccc21
1.3%[57.5 µM]	CN(C(=O)c1ccc2c(=O)n3c(nc2c1)CCCCC3)c1ccccc1Cl
-3.0%	COc1ccc(NS(=O)(=O)c2cc(NC(=O)CNC(=O)c3cccc(OC)c3)ccc2C)cc1
-14.7%	OCC1(CCCc2ccccc2)CCN(Cc2ccc(F)cc2)CC1
-16.3%	Cc1cc(C)c2nc(SCC(=O)NNC(=O)c3ccco3)c(C)cc2c1
?	COc1ccc(-c2nc3n(c2C)Cc2ccccc2-3)cc1
-1.4%[57.5 µM]	COc1ccc(N2CCN(CC(=O)c3c[nH]c4ccccc34)CC2)cc1
-6.9%[57.5 µM]	COc1ccc(N2CCN(C(=O)C3CCCN(S(=O)(=O)c4c(C)noc4C)C3)CC2)cc1 (stereo not drawn)
-5.4%[57.5 µM]	Nc1cc(S(=O)(=O)c2ccc(O)c(N)c2)ccc1O
-8.6%	Cc1cc(NC(=O)c2ccc(F)cc2)n(-c2ccccn2)n1
-7.0%[57.5 µM]	O=C(Nc1nnc(CC2=CCCCC2)s1)Nc1ccccc1F
-12.6%	CCCc1cc(C(=O)OC)c(NC(=O)CCCC(=O)O)s1
8.4%[57.5 µM]	CCCCN(Cc1cc2cccc(C)c2[nH]c1=O)S(C)(=O)=O
0.3%	Cc1ccc([N+](=O)[O-])cc1S(=O)(=O)NCCc1c(C)[nH]c2c(C)cccc12
-0.1%	COc1ccc(N2CCN(C(=O)Cn3nnc(-c4ccc(N(C)C)cc4)n3)CC2)cc1
4.0%	CC(Sc1nc2ccccc2n1C)C(=O)Nc1ccc(N2CCOCC2)cc1 (stereo not drawn)
17.7%	O=C(CCn1nc(-c2ccccc2)c2ccccc2c1=O)NN1CCOCC1
5.6%	COc1ccc(CNC(=O)c2coc(=O)c3ccccc23)c(OC)c1

Exported field by field: two of the compounds above
CC(NCC(c1ccco1)N1CCCCC1)C(=O)NC1CCCC1 (stereo not drawn)
  ERK EGF inh = 3.1%

COC(=O)[C@@H]1CCCN1Cc1c(C(=O)N2CCCCC2)nc2c(C)cccn12
  ERK EGF inh = 4.7%

(more compounds)
ERK EGF inh	mol
-13.1%[57.5 µM]	CC(C)Oc1cccc(C(=O)C2CCCN(C(=O)c3ccsc3)C2)c1 (stereo not drawn)
-2.0%	CCOc1cc(NC(=O)CCl)c(OCC)cc1NC(C)=O
14.7%	CC(C)n1cnc2cc(NCc3nc4ccccc4n3C)ccc21
4.0%	Cc1nn(C)c(C(=O)Nc2ccc(Br)cc2F)c1Br
1.7%	Cc1ccc(-n2nnnc2-c2cnoc2-c2cccc(F)c2)cc1
?	C#CCN(C)CC/C=C1\c2ccccc2CSc2ccccc21
-0.8%	CC(C)CN1CCCC2(CCN(C(=O)c3cccc(F)c3)CC2)C1
7.7%	COC(=O)c1c(NC(=O)c2cccnc2)sc(C(=O)N(C)C)c1C
-2.4%[57.5 µM]	CC1(C)CC(=O)c2cnc(NC(=O)CSC(=S)N3CCCCC3)nc2C1
3.2%	Cc1ccc(C(=O)N[C@H](C(=O)OCC(=O)NC2CCS(=O)(=O)C2)C(C)C)cc1 (stereo partly drawn)
-15.7%	COc1cccc(C2Cc3ccccc3C(=O)O2)c1 (stereo not drawn)
9.0%[57.5 µM]	COC(=O)c1ccc(NC(=S)NN2CCCCC2c2cccnc2)cc1 (stereo not drawn)
-4.2%	COc1ccc(Cn2c(=O)[nH]c3cc(C(=O)NCCCN4CCCCCC4)ccc3c2=O)cc1
2.0%	Cc1csc(NC(=O)CSc2nnc(-c3cc(C)on3)o2)n1
-2.9%	O=C(O)/C=C/C(=O)Nc1ccccc1SC(F)(F)C(F)(F)C(F)(F)F
3.3%	CC(Oc1ccc(Cl)cc1Cl)C(=O)NNC(=O)C(=O)N1CCCCC1 (stereo not drawn)
1.0%	O=S(=O)(NCc1cccc(C(F)(F)F)c1)NCc1ccccc1F
-1.9%	O=C(O)c1cccc(-n2cccc2/C=C2/NC(=O)N(Cc3ccccc3F)C2=O)c1
1.8%[57.5 µM]	N/C(=N\OC(=O)COc1ccc(Br)cc1)c1cccc([N+](=O)[O-])c1
7.2%	Cc1cc2cc(C)c3nnc(SCc4ccccn4)n3c2cc1C
2.2%[57.5 µM]	O=C(O)c1ccc(N/N=C/c2ccc(-c3ccc(Cl)cc3Cl)o2)cc1
3.2%	CC(=O)NNc1nc(-c2ccccc2)cs1
-0.4%	COc1ccc(C2C(C(=O)N3CCCCC3)CCC(=O)N2c2cc(OC)c(OC)c(OC)c2)cc1 (stereo not drawn)
3.1%	C/C(=N/NC(=O)c1sc(NS(=O)(=O)c2ccccc2)nc1C)c1ccc(F)cc1
-5.7%	CCOC(=O)N/N=C(/c1ccccc1)C1CCCCC1
8.3%	COc1ccc(Oc2ncc3nc(CCc4ccccc4)c(=O)n(C4CC4)c3n2)cc1
-17.6%[57.5 µM]	NC(=O)c1ccsc1NC(=O)COC(=O)CCOc1ccccc1
-16.6%	CCCCn1nnc(N(C(=O)c2cccs2)C(=O)c2cccs2)n1
5.1%	O=C(Nc1ccc(F)cc1)NC1(C(=O)NCc2ccc3c(c2)OCO3)CCCCC1
?	O=S1(=O)CCC(NC(=S)Nc2ccc3ccccc3c2)C1 (stereo not drawn)
-6.5%	O=C(Nc1nccs1)c1ccc(COc2ccccc2Cl)o1
1.2%[57.5 µM]	OC(C#CCCN1CCCCC1)(c1ccccc1)C1CCCCC1 (stereo not drawn)
3.6%[57.5 µM]	Cc1[nH]c2ccccc2c1/C=C/c1nc2ccccc2c(=O)[nH]1
-7.9%	CC(=O)NS(=O)(=O)c1ccc(NC(=O)/C=C/c2ccccc2)cc1
0.1%	COC(=O)/C=C/C(=O)N1CCN(c2ccccc2C)CC1
-1.1%[57.5 µM]	COC(=O)CCCCCCCCC(O)C[N+]1(C)CCOCC1 (stereo not drawn)
0.9%	O=C(Nc1ccccc1N1CCN(c2ccc(F)cc2)CC1)C12CC3CC(CC(C3)C1)C2
2.1%	CC(C)CC(=O)NNC(=O)C(C)C
1.3%	CCN(CC)S(=O)(=O)c1cccc(C(=O)Nc2nnc(C)s2)c1
-5.5%	COc1ccc(/C=C2\C(=O)NC(=S)N2C(=O)c2ccc(F)cc2)cc1
-5.3%	CCSc1nnc(-c2ccc(C)cc2)c2ccccc12
-7.0%[57.5 µM]	CCOc1ncccc1C(=O)Nc1ccccc1F
-6.7%	COc1cc(C2CC(c3cccnc3)=NN2c2ccc(F)cc2)cc(OC)c1OC (stereo not drawn)
4.9%	CC1CCN(C(=O)C2CCCCN2S(=O)(=O)c2cccc([N+](=O)[O-])c2)CC1 (stereo not drawn)
6.4%[57.5 µM]	NS(=O)(=O)c1ccc(NC(=O)COC(=O)COc2ccc(Br)cc2)cc1
?	CCc1cc(-c2nc(N)ncc2-c2ccc(Br)cc2)c(O)cc1OC
7.3%	CCOC(=O)c1c(N)sc(C(=O)N2CCCCC2)c1C
-7.4%	CC(C)c1ccc(/C=N/NC(=O)c2ccccc2Cl)cc1
3.3%[57.5 µM]	C=CCN1C(=O)C(CC(=O)Nc2ccccc2F)S/C1=N\c1nccs1 (stereo not drawn)
7.1%	O=[N+]([O-])c1ccccc1-c1cc(-c2ccccc2O)n[nH]1
14.1µM*	COC1=C(Nc2ccccc2)C(=O)c2ccccc2C1=O
-3.0%	NC(=S)c1ccc[n+]([C@@H]2O[C@@H](COP(=O)([O-])OP(=O)(O)OC[C@H]3O[C@@H](n4cnc5c(N)ncnc54)[C@H](OP(=O)(O)O)[C@H]3O)C(O)C2O)c1 (stereo partly drawn)
-7.4%	CCCn1c(C)nc2c(N3CCC(N4CCN(C)CC4)CC3)nc(C)nc21
-17.8%	C/C(Cn1nnc2ccccc21)=N/OC(=O)c1c(F)cccc1F
-2.1%	O=C(Nc1nc(-c2ccc(-c3ccccc3)cc2)cs1)c1cnccn1
-4.6%[57.5 µM]	NC(=O)NC(CC(=O)NCCc1ccc(S(N)(=O)=O)cc1)c1ccc(Cl)cc1 (stereo not drawn)
-1.4%	CC(c1ccccc1)C1OCC(C[N+]2(C)CCCCC2)O1 (stereo not drawn)
-4.2%	O=[N+]([O-])c1ccc(NCCNS(=O)(=O)c2ccccc2)cc1
-7.3%	CNCc1ccccc1OCc1ccccc1F

Grouped by structure, the entries above with a Cl atom
ERK EGF inh	mol
7.0%	CCCc1nc2ccc(NC(=O)c3cccs3)cc2c(=O)n1Cc1ccccc1Cl
-1.6%	CC(C)CNc1nc(S(=O)(=O)c2ccccc2)c(Cl)s1
-0.6%[57.5 µM]	Cc1occc1C(=O)O/N=C(\N)c1ccc(Cl)cc1
1.5%	CNC(=S)N/N=C/c1ccccc1Cl
?	CCc1nnc(/N=C/c2c(O)n(-c3ccc(Cl)cn3)c(=O)c3ccccc23)s1
-0.9%	O=C(N/N=C\c1ccco1)Nc1cccc(Cl)c1
-1.5%	COc1ccc(CCNC(=O)c2ccc(Cl)cc2Cl)cc1OC
1.3%[57.5 µM]	CN(C(=O)c1ccc2c(=O)n3c(nc2c1)CCCCC3)c1ccccc1Cl
-2.0%	CCOc1cc(NC(=O)CCl)c(OCC)cc1NC(C)=O
3.3%	CC(Oc1ccc(Cl)cc1Cl)C(=O)NNC(=O)C(=O)N1CCCCC1 (stereo not drawn)
2.2%[57.5 µM]	O=C(O)c1ccc(N/N=C/c2ccc(-c3ccc(Cl)cc3Cl)o2)cc1
-6.5%	O=C(Nc1nccs1)c1ccc(COc2ccccc2Cl)o1
-7.4%	CC(C)c1ccc(/C=N/NC(=O)c2ccccc2Cl)cc1
-4.6%[57.5 µM]	NC(=O)NC(CC(=O)NCCc1ccc(S(N)(=O)=O)cc1)c1ccc(Cl)cc1 (stereo not drawn)
